# Screening data as filed in PubChem.
# ZTA DNA inh: blocks Epstein-Barr virus ZTA, an EBNA-1 counter-screen | P03206 | ZTA-DNA binding, fluorescence polarization | inhibition, % at 11 µM | actives 0.15% (n = 320,000) | AID 2234; in the data active = inhibition above about 33%
# LYPLA2 counter: blocks human lysophospholipase 2, a PME1 counter-screen; O95372; recombinant LYPLA2, FP-Rh probe fluorescence polarization; inhibition, % at 5.9 µM; actives 0.38% (n = 320,000);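 active = inhibition above the screen-wide mean plus 3 SD, limit set per campaign, cut at about 26% in these data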;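 note: 0% = LYPLA2 with DMSO and 100% = wells lacking LYPLA2 enzyme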
# Target sequence (O95372 whole entry, looked up): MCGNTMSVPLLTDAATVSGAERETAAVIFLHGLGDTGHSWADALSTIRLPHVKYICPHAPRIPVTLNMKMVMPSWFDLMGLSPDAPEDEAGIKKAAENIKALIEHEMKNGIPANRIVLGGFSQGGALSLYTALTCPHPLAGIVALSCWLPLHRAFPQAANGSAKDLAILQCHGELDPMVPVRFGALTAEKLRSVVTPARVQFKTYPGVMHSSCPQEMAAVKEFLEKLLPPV
# LYPLA1 counter: LYPLA1 (human) inhibition in PME1 counter-screen; actives 0.16% (n = 320,000); inhibition, % at 5.9 µM; O75608; recombinant LYPLA1, FP-Rh probe fluorescence polarization;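 active = inhibition above the mean of all tested compounds plus 3 SD, set per campaign, cut at about 14% in these data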;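 note: inhibitors block serine hydrolase probe labeling of LYPLA1 so polarization falls; 0% = enzyme with DMSO and 100% = wells lacking LYPLA1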
# Target sequence (O75608 whole entry, looked up): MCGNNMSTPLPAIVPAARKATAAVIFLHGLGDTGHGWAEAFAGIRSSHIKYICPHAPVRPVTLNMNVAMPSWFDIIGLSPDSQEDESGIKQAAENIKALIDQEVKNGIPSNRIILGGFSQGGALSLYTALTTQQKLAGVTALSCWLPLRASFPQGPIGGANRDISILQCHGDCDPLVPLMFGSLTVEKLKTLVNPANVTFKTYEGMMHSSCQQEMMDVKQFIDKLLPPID
# PAFAH2 inh: PAFAH2 (human) inhibition. Q99487. recombinant PAFAH2, FP-rhodamine activity probe, fluorescence polarization. inhibition, % at 3.39 µM. actives 0.99% (n = 340,000). AID 492956;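 active = inhibition above the mean over all tested compounds plus 3 SD, cut at about 30% in these data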;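 note: inhibitors block probe labeling of enzyme so polarization drops; 0% = enzyme with DMSO and 100% = wells lacking PAFAH2 protein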
# PAFAH1B3 inh: inhibitors of human PAFAH1B3; recombinant PAFAH1B3, FP-rhodamine probe, fluorescence polarization; Q15102; actives 0.28% (n = 340,000); inhibition, % at 3.39 µM;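 active = inhibition above the screen-wide average of all tested compounds plus 3 SD, cut at about 25% in these data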;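 note: 0% = enzyme with DMSO only and 100% = wells lacking PAFAH1B3 protein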
# Target sequence (Q15102 whole entry, looked up): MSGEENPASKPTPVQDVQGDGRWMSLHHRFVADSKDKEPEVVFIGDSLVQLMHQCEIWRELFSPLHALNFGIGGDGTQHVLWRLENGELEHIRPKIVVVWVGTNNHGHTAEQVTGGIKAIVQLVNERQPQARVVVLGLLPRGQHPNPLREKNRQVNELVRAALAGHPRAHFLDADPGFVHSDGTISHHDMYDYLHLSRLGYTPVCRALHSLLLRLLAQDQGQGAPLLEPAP
# EBNA-1 inhibitor: blocks EBNA-1 binding to DNA | EBNA-1 DNA binding, fluorescence polarization | inhibition, % at 14.8 µM | actives 0.34% (n = 300,000); in the data active = inhibition above about 28%
# pPAFAH FP inh: inhibitors of human plasma PAF acetylhydrolase (pPAFAH); AID 463082; inhibition, % at 3.39 µM; actives 1.5% (n = 330,000); recombinant pPAFAH, FP-rhodamine probe fluorescence polarization; Q13093;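 active = inhibition above the mean inhibition across the screen plus 3 SD, cut at about 25% in these data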;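 note: inhibitors block binding of the rhodamine activity-based probe so polarization drops; 0% = enzyme with DMSO and 100% = wells lacking pPAFAH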
# PAFAH1B2 FP inh: PAFAH1B2 (human) inhibition; recombinant PAFAH1B2, FP-rhodamine activity probe, fluorescence polarization; inhibition, % at 3.39 µM; actives 1.2% (n = 340,000);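 active = inhibition above the mean of all tested compounds plus 3 SD, cut at about 24% in these data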;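 note: 0% = enzyme with DMSO and 100% = wells lacking PAFAH1B2; many of its hits are not listed in these tables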
# Target sequence (P68402 whole entry, looked up): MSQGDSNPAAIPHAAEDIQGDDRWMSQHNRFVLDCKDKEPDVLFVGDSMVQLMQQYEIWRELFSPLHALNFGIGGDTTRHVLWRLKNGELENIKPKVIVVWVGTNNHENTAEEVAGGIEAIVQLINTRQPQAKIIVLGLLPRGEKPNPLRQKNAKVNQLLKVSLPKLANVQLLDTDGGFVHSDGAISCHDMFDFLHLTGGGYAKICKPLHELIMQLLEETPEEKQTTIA
# PREPL inh: inhibitors of human prolyl oligopeptidase-like enzyme PREPL. Q4J6C6. recombinant PREPL, fluorescence polarization activity-based probe. inhibition, % at 5.96 µM. actives 0.68% (n = 320,000). AID 2751; in the data active = inhibition above about 43%;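 note: 0% = enzyme with DMSO and 100% = wells lacking enzyme; many of its hits are not listed in these tables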
# * = called active by the depositor; / = not tested or not shown. These rows are one share of the data; count on the stated rates, not on these rows.
SMILES,ZTA DNA inh,LYPLA2 counter,LYPLA1 counter,PAFAH2 inh,PAFAH1B3 inh,EBNA-1 inhibitor,pPAFAH FP inh,PAFAH1B2 FP inh,PREPL inh
O=C(COc1cc(O)c2c(=O)cc(-c3ccccc3)oc2c1)c1ccccc1,-12,-2,-3,-1,8,1,0,5,-44
COC(=O)CNC(=O)C(Cc1ccccc1)NS(=O)(=O)c1ccc2c(c1)c(=O)n(C)c(=O)n2C (stereo unspecified),13,4,2,0,3,4,2,2,5
Cc1oc(-c2cccc(C(F)(F)F)c2)nc1CN1CCN(c2ccccn2)CC1,-9,-1,-1,-1,8,-5,3,6,31
COc1cccc(CN(C(=O)COc2ccc(Cl)cc2)C2CCS(=O)(=O)C2)c1 (stereo unspecified),-9,-1,-2,-1,9,-9,3,2,19
CC(=O)Nc1ccc(NC(=O)COC(=O)c2ccco2)cc1,-5,-4,-1,3,7,-2,2,-3,12
O=C(COC(=O)c1cc(S(=O)(=O)N2CCCCC2)ccc1N1CCOCC1)c1ccc(F)cc1,6,1,-1,5,3,0,4,0,-7
Cc1cc(NC(=O)c2cccc(N3C(=O)CCC3=O)c2)no1,0,3,2,-1,5,-17,-2,5,13
Cc1ccc(N=C2NC(=O)c3cc([N+](=O)[O-])ccc32)cc1,5,-1,5,-1,0,9,3,5,-12
CCOc1cccc2cc(C(=O)N3CC(C)OC(C)C3)c(=O)oc12 (stereo unspecified),3,1,1,0,7,-1,5,4,10
Cc1ccc(NC(=O)Cc2c(O)c3ccccc3[nH]c2=O)c(C)c1,-11,-1,1,7,3,-12,0,6,6
COc1ccccc1N1CCN(C(=O)C2CCN(S(=O)(=O)c3ccc(Cl)cc3)CC2)CC1,-7,-7,-2,-2,10,6,6,12,5
O=C(Nc1ccc2nc3n(c(=O)c2c1)CCCC3)c1cc([N+](=O)[O-])ccc1F,17,10,0,4,1,-4,3,-4,-1
C=CCNc1ccc(N2C(=O)CCCC2=O)cc1[N+](=O)[O-],2,-4,-3,3,4,2,0,-2,5
CCCN1CCN(C(=S)Nc2ccccc2C(F)(F)F)CC1,-7,-6,-2,5,8,9,2,1,0
CC(C)NS(=O)(=O)c1cc(C(=O)O)ccc1Cl,4,4,0,-6,4,0,1,4,-1
CC(=O)Nc1cccc(OCC(=O)NS(=O)(=O)c2ccc(C)cc2)c1,-6,-6,-4,-1,2,1,-7,2,5
Cc1ccc(-c2n[nH]c(=S)n2/N=C/c2c(C)nn(-c3ccccc3)c2C)cc1,-12,2,0,-1,-9,-13,2,-2,0
Cn1c(N)c(C(=O)COC(=O)C2CCCCC2)c(=O)n(C)c1=O,8,-1,0,-8,-4,5,8,1,16
CC(=O)Nc1ccc(NC(=O)C(C)OC(=O)CCCc2c[nH]c3ccccc23)cc1 (stereo unspecified),-5,-2,-1,-6,11,-3,10,2,-1
O=C(COC(=O)c1ccc2c(c1)OCO2)NC1CCS(=O)(=O)C1 (stereo unspecified),19,3,2,4,9,-3,1,0,-6
CC1CC(c2ccccc2)n2nc(N3C(=O)c4ccccc4C3=O)nc2N1 (stereo unspecified),4,6,-3,-3,6,1,7,4,-7
Cc1ccc(NC(=O)CC(C)CC2=NS(=O)(=O)c3ccccc3N2)cc1 (stereo unspecified),-3,-5,-2,5,-1,1,-4,1,2
O=C(CCN1C(=O)C2C3C=CC(C4CC34)C2C1=O)Nc1ccc(Cl)cc1O (stereo unspecified),-11,3,-2,3,2,-1,5,2,-6
COc1ccc(-c2n[nH]c(=S)n2-c2ccc(Br)cc2)cc1OC,14,0,-2,-8,4,-7,4,2,4
COc1ccc(Cc2nnc(NC(=O)c3cccc([N+](=O)[O-])c3)s2)cc1,9,2,-3,1,1,1,-6,12,20

# (list continues)
SMILES,ZTA DNA inh,LYPLA2 counter,LYPLA1 counter,PAFAH2 inh,PAFAH1B3 inh,EBNA-1 inhibitor,pPAFAH FP inh,PAFAH1B2 FP inh,PREPL inh
O=C(COC(=O)c1cccc(S(=O)(=O)N2CCCCC2)c1)NC1CCCc2ccccc21 (stereo unspecified),10,5,0,25,2,6,4,0,10
COc1ccccc1-n1c(CCn2nc(C)c(Br)c2C)n[nH]c1=S,12,-6,-1,2,15,6,4,3,-2
NC(=O)NC(CC(=O)N1CCc2ccccc2C1)c1ccc(Cl)cc1 (stereo unspecified),0,1,-1,0,2,-5,8,8,-2
Cc1cc(C)nc(N2CCCC(C(=O)NCC(c3ccccc3)c3ccccc3)C2)n1 (stereo unspecified),0,1,7,0,4,-1,3,3,8
CCN(C(=O)c1cc(Cl)ccc1OC)c1ccccc1,7,3,-2,1,2,-4,-11,7,2
Cc1ccc(-c2c(C(=O)O)c(C(=O)O)c3n2CSC3)cc1,2,4,-2,-2,7,-2,-1,-3,-2
CCN(CC)S(=O)(=O)c1ccc(Cl)c(C(=O)NCCN2CCOCC2)c1,1,-6,3,3,4,4,5,5,-5
CCCCCC(=O)NNC(=O)c1c(O)c2ccccc2n(CC)c1=O,-20,-3,-1,-6,-2,1,-7,2,-9
CC(C)c1c(C(=O)N/N=C/c2ccc3c(c2)OCO3)nnn1-c1nonc1N,-4,-8,-2,1,7,-5,3,2,2
COc1ccc(CNC(=O)CN2C(=O)COc3ccc(S(=O)(=O)NC4CCCC4)cc32)cc1,0,5,-1,-2,0,-11,9,4,9
S=C(Nc1ccc2nsnc2c1)N1CCCCC1,-3,5,1,15,51*,8,1,12,8
Cc1cc(=S)cc(C)n1CCCn1ccnc1,7,4,2,5,8,2,-1,4,-10
O=c1c(Cl)c(NCC2CCCO2)cnn1C12CC3CC(CC(C3)C1)C2 (stereo unspecified),7,-1,-1,-2,3,-2,0,2,22
N#Cc1ccsc1NC(=O)C1=COCCO1,4,-5,-6,16,18,/,13,-4,28
CC1=Nn2c(nnc2-c2ccccc2)SC1,-3,-2,0,-3,7,-6,2,2,17
Cn1nnnc1Sc1ncnc2scc(-c3ccc(Cl)cc3)c12,18,3,-2,-9,7,/,11,2,12
O=C(CCSc1nnc(-c2ccc(O)cc2)o1)N1CCOCC1,2,-5,-2,8,1,-6,1,4,-3
O=C1N=c2ccccc2=C1c1sc(=S)n(-c2ccc(O)cc2)c1O,-18,11,6,1,3,4,4,5,-2
COc1ccc(OC)c(C(=O)CN2CCN(S(=O)(=O)c3ccc(Br)cc3)CC2)c1,18,-6,-4,3,5,-2,7,29*,-4
C=CCNc1ccc(F)c(F)c1N1CCCCCC1=O,-7,-1,0,6,5,-11,-10,7,15
Cc1cc(SCC(=O)c2cc3ccccc3o2)nc2ccccc12,-5,-8,-4,-10,-14,-3,-2,-8,-3
Cc1ccc(OCc2nnc(SCc3nc4ccccc4[nH]3)n2Cc2ccco2)cc1,1,7,-3,-7,-6,-7,-1,5,-19
Cc1ccc(N2OC3C(=O)NC(=O)C3C2c2ccco2)cc1 (stereo unspecified),9,4,0,3,12,1,7,3,-2
CCS(=O)(=O)NCCc1csc(-c2ccccc2)n1,-13,0,-3,-6,-2,0,5,1,9
COc1cc(-c2nnc(COc3ccc(Cl)cc3C)o2)cc(OC)c1OC,-9,-2,1,-2,8,-4,3,4,13

# Remaining list, next part
SMILES,ZTA DNA inh,LYPLA2 counter,LYPLA1 counter,PAFAH2 inh,PAFAH1B3 inh,EBNA-1 inhibitor,pPAFAH FP inh,PAFAH1B2 FP inh,PREPL inh
CN(CC(=O)N1CCc2ccccc21)S(=O)(=O)c1cccs1,7,-4,2,5,7,-13,-1,-1,9
CCOc1ccc(S(=O)(=O)N(CC)CC)cc1NS(=O)(=O)c1ccc(F)c(F)c1F,-6,0,0,4,1,-1,1,6,3
Cc1c(CNC2CCC(C)CC2)c(C(=O)O)c(C)n1Cc1ccccc1 (stereo unspecified),-2,-4,-3,-1,3,-1,-2,-3,9
OCCCn1c(C2CCCN2c2nc(-c3ccc(Cl)cc3)cs2)nc2cc(C(F)(F)F)ccc21 (stereo unspecified),-5,0,-5,1,-5,6,9,1,12
CCCCCCc1ccc(N2C[C@H](Cc3ccccc3)[C@@H](CC(=O)Nc3ccccc3)C2=O)cc1,10,-34,-19,7,-11,6,2,-1,-4
Cc1cc(SCC(=O)Nc2cccc(S(=O)(=O)N3CCOCC3)c2)nc2ccccc12,-5,-6,-5,-2,10,-3,-2,2,-18
O=C(O)Cc1ccc(NC(=O)c2cnccn2)cc1,-11,2,3,-3,7,5,0,6,10
COC(=O)[C@@H]1C[C@@]2(O)[C@@H](O)[C@@H](O)[C@@H](O)C[C@H]2N1CC1CCCCC1,-38,-4,-1,-3,10,0,0,-2,17
COc1cc(C=O)ccc1OCCOCCOc1ccccc1Cl,-6,0,-2,11,3,-3,0,4,-9
CC(=O)c1c(C)n(-c2ccc(Cl)cc2)c2ccc(O)cc12,9,11,1,1,6,-2,-4,0,4

# Reformatted with bars between the fields: 19 of the compounds above.
Structure | ZTA DNA inh | LYPLA2 counter | LYPLA1 counter | PAFAH2 inh | PAFAH1B3 inh | EBNA-1 inhibitor | pPAFAH FP inh | PAFAH1B2 FP inh | PREPL inh
NC(=O)NC(CC(=O)N1CCc2ccccc2C1)c1ccc(Cl)cc1 (stereo unspecified) | 0 | 1 | -1 | 0 | 2 | -5 | 8 | 8 | -2
Cc1cc(C)nc(N2CCCC(C(=O)NCC(c3ccccc3)c3ccccc3)C2)n1 (stereo unspecified) | 0 | 1 | 7 | 0 | 4 | -1 | 3 | 3 | 8
CCN(C(=O)c1cc(Cl)ccc1OC)c1ccccc1 | 7 | 3 | -2 | 1 | 2 | -4 | -11 | 7 | 2
Cc1ccc(-c2c(C(=O)O)c(C(=O)O)c3n2CSC3)cc1 | 2 | 4 | -2 | -2 | 7 | -2 | -1 | -3 | -2
CCN(CC)S(=O)(=O)c1ccc(Cl)c(C(=O)NCCN2CCOCC2)c1 | 1 | -6 | 3 | 3 | 4 | 4 | 5 | 5 | -5
CCCCCC(=O)NNC(=O)c1c(O)c2ccccc2n(CC)c1=O | -20 | -3 | -1 | -6 | -2 | 1 | -7 | 2 | -9
CC(C)c1c(C(=O)N/N=C/c2ccc3c(c2)OCO3)nnn1-c1nonc1N | -4 | -8 | -2 | 1 | 7 | -5 | 3 | 2 | 2
COc1ccc(CNC(=O)CN2C(=O)COc3ccc(S(=O)(=O)NC4CCCC4)cc32)cc1 | 0 | 5 | -1 | -2 | 0 | -11 | 9 | 4 | 9
S=C(Nc1ccc2nsnc2c1)N1CCCCC1 | -3 | 5 | 1 | 15 | 51* | 8 | 1 | 12 | 8
Cc1cc(=S)cc(C)n1CCCn1ccnc1 | 7 | 4 | 2 | 5 | 8 | 2 | -1 | 4 | -10
O=c1c(Cl)c(NCC2CCCO2)cnn1C12CC3CC(CC(C3)C1)C2 (stereo unspecified) | 7 | -1 | -1 | -2 | 3 | -2 | 0 | 2 | 22
N#Cc1ccsc1NC(=O)C1=COCCO1 | 4 | -5 | -6 | 16 | 18 | / | 13 | -4 | 28
CC1=Nn2c(nnc2-c2ccccc2)SC1 | -3 | -2 | 0 | -3 | 7 | -6 | 2 | 2 | 17
Cn1nnnc1Sc1ncnc2scc(-c3ccc(Cl)cc3)c12 | 18 | 3 | -2 | -9 | 7 | / | 11 | 2 | 12
O=C(CCSc1nnc(-c2ccc(O)cc2)o1)N1CCOCC1 | 2 | -5 | -2 | 8 | 1 | -6 | 1 | 4 | -3
O=C1N=c2ccccc2=C1c1sc(=S)n(-c2ccc(O)cc2)c1O | -18 | 11 | 6 | 1 | 3 | 4 | 4 | 5 | -2
COc1ccc(OC)c(C(=O)CN2CCN(S(=O)(=O)c3ccc(Br)cc3)CC2)c1 | 18 | -6 | -4 | 3 | 5 | -2 | 7 | 29* | -4
C=CCNc1ccc(F)c(F)c1N1CCCCCC1=O | -7 | -1 | 0 | 6 | 5 | -11 | -10 | 7 | 15
Cc1cc(SCC(=O)c2cc3ccccc3o2)nc2ccccc12 | -5 | -8 | -4 | -10 | -14 | -3 | -2 | -8 | -3
